Source: PubChem (several laboratories)
GSK3B inh: human GSK3beta kinase inhibitors, primary screen, biochemical, cell-free homogeneous, HTS; Glycogen synthase kinase-3 beta (Homo sapiens), P49841; GST-GSK3beta kinase, ADP-Glo luminescence, 60 min; active compounds read low; activity score (negative = inhibition), % at 10 µM; 300,000 tested, 0.038% active; AID 2097, 2009;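 active means more than half of replicate wells score below -50%, meaning over 50% inhibition versus plate controls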;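 further: 0% = median DMSO wells and -100% = median GW8510 positive control wells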
Target sequence (P49841 whole entry, looked up): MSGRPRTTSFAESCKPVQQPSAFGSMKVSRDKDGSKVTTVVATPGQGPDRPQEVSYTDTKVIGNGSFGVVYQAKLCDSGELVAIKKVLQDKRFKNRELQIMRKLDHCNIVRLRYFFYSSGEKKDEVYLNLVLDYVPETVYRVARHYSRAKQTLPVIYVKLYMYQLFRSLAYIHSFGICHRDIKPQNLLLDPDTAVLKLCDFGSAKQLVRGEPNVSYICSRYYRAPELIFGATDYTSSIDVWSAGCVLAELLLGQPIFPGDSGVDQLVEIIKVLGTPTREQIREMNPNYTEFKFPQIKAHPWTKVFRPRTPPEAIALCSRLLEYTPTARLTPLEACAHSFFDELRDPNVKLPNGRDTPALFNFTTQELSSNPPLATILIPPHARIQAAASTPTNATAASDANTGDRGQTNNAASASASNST
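test system = GST-tagged human GSK3beta kinase, cell-free | reagent = 25 µM ATP with peptide substrate | dosing = one dose of 10 µM per compound | schedule = 60 min reaction, RT | detection = luminescent ADP-Glo measurement of ADP formed | control set = DMSO neutral wells and GW8510 at 20 µM as positive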
KLF5 inhibitor: KLF5 expression inhibitors, primary screen, DLD-1 cells, luminescence. DLD-1 KLF5 promoter-luciferase reporter. 290,000 tested, 0.23% active. AID 1700, 2009. inhibition, % at 5 µM;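 active means inhibition above a per-plate limit of that plate's mean compound inhibition plus 3 SD, cut at about 60% in these data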;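 further: 0% = DMSO wells and 100% = LY294002 at 200 µM; higher means less KLF5 promoter-driven luciferase light; inactives centre near -14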
aSyn UTR inh: MLPCN primary screen, SNCA 5' untranslated region. alpha-synuclein 5'UTR reporter, inhibitor activity. inhibition, % (tested at 7.5 µM). 300,000 tested, 0.82% active; in the data active means inhibition above about 60%;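 further: H4 neuroglioblastoma cells stably carrying SNCA 5'UTR luciferase fusion; 0% = DMSO wells and 100% = positive control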
HSF1 inh: HSF1 inhibitors in luciferase reporter cells, primary screen, cell-based, NIH3T3, luminescence | NIH3T3-HGL HSE-luciferase, MG132-induced, luminescence 8 h; active compounds read low | activity change, negative = inhibition, % at 7.5 µM (by protocol) | 300,000 tested, 0.77% active;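 active means more than half of replicate wells show activity change below -50%, luminescence cut by over half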;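 further: luciferase reports HSF-1 transcriptional activity via heat shock element; 0% = median of DMSO wells and -100% = zero luminescence signal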
HSF1 activator: HSF-1 activators, primary screen, NIH3T3-HGL cells, MG132 stress, luminescence, single point | NIH3T3-HGL HSF-1 luciferase reporter, 8 h; 100% = twice DMSO control signal | activation, % at 9 µM | 300,000 tested, 1.7% active | AID 504408, 2011;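 active means mean replicate activation of at least 50% with a set share of replicates each reaching 50%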;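 further: 0% = median of the neutral control wells and 100% = twice that signal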
GSK3 alpha inh: blockers of GSK3A enzyme activity – biochemical, luminescence, cell-free homogeneous, HTS, primary screen; Glycogen synthase kinase-3 alpha (Homo sapiens), P49840; GSK-3 alpha kinase, ADP-Glo luminescence, 60 min; inhibition, % at 10 µM; 320,000 tested, 0.1% active;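 in the data active means inhibition above about 50%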;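 further: GST-tagged GSK-3 alpha with peptide substrate and 25 µM ATP; 0% = DMSO neutral wells and 100% = GW8510 positive control wells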
Target sequence (P49840 whole entry, looked up): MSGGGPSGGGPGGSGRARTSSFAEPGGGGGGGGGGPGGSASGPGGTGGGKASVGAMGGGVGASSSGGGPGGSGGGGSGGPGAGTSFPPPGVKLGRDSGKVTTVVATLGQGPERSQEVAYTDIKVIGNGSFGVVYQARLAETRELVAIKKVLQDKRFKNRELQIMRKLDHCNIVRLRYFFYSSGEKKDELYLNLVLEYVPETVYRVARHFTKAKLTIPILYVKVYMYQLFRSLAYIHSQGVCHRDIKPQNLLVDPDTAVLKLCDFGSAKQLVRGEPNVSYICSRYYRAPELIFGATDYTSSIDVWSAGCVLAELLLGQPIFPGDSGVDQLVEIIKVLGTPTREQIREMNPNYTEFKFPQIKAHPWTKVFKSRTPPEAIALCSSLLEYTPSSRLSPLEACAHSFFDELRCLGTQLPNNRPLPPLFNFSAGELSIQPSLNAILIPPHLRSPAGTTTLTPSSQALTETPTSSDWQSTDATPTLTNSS
IEC-6 tox: cytotoxicity in IEC-6 intestinal epithelial cells, primary screen, cytotoxicity control for KLF5 inhibitor project, cell-based, luminescence; IEC-6 cytotoxicity, luminescence viability; inhibition, % at 5 µM; 290,000 tested, 0.78% active; AID 1825, 2009; in the data active means inhibition above about 22%;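 further: 0% = plate median of test compound wells and 100% = cytotoxic reference compound wells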
HSP90 inh: HSP90 inhibitors, primary screen, cell lysate, luminescence; Heat shock protein HSP 90 (rabbit reticulocyte lysate; luciferase refolding); Rabbit reticulocyte lysate, luciferase refolding luminescence, 3 h; inhibition, % at 5.6 µM; 290,000 tested, 0.91% active; AID 1789, 2009;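 active means inhibition above the screen-wide mean plus 3 SD, computed separately per campaign, cut at about 16% in these data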;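 further: 0% = DMSO wells and 100% = 60 µM geldanamycin wells; inhibitors lower the luminescence because luciferase stays unfolded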
PolyA inhibitor: polyadenylation inhibitors in yeast reporter cells, primary screen, luminescence, S. cerevisiae | S. cerevisiae SKY197-pL101 polyadenylation reporter, beta-gal luminescence; efflux-impaired pdr1/pdr3 knockout yeast; score 100 = 6 SD above DMSO | AID 1875, 2009 | calls only at 12 µM | 300,000 tested, 0.02% active;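 active means lowest replicate activity score at least 50, where 100 means six control SD above control mean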;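 further: yeast exposed to compound for 9 h at 30 °C; higher score means more reporter readthrough which indicates perturbed polyadenylation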
AI-2 QS modul: Vibrio harveyi AI-2 quorum sensing modulators, primary screen, JMH597 strain, luminescence/OD600 ratio; Vibrio harveyi JMH597 AI-2 luminescence/OD600 ratio, 9 h; active compounds read low; strain lacks LuxN and CqsS sensors; 0 = neutral-control median; activity change, % at 7.5 µM; 300,000 tested, 0.4% active; in the data active means activity change below about -75%, passing the limit was not always enough;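 further: luminescence divided by OD600 gain over 9 h not by final OD600 alone; inactives centre near 13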
* = called active by the depositor; i = inactive; . = not tested or not shown. Not all compounds are listed, so the mix of outcomes need not match the whole.

canonical_smiles,GSK3B inh,KLF5 inhibitor,aSyn UTR inh,HSF1 inh,HSF1 activator,GSK3 alpha inh,IEC-6 tox,HSP90 inh,PolyA inhibitor,AI-2 QS modul
CCCN1CCC(=NNC(=O)c2ccc(Br)o2)CC1,0.6,-39.7,-41.8,.,.,-3.3,3.9,-1.3,i,10.5
CC1=C(C(=O)OCC2CCCO2)C(c2ccccc2OC(C)C)C2=C(CC(c3ccco3)CC2=O)N1 (stereo unspecified),.,6.1,-0.4,1.1,2.0,-3.7,4.9,6.8,i,.
COc1ccc2oc(C(=O)OCC(=O)N(C)C3CCCCC3)c(C)c2c1,-4.1,.,-2.0,1.1,0.4,-0.9,.,.,i,11.4
COc1ccc(C2OCC3(CO2)SC(N)=NC3=O)cc1 (stereo unspecified),0.5,-41.3,12.0,-6.0,-1.9,2.5,-0.6,-1.4,i,34.0
O=C(N/N=C/c1ccccn1)C1CC1,2.2,-29.9,24.6,-2.7,13.5,-0.3,-8.7,-1.9,i,17.8
COC(=O)c1sccc1NC(=O)c1ccnn1C,-0.6,-16.4,4.6,-9.4,-23.8,-1.5,2.0,-2.0,i,9.5
Cc1ccc(NC(=O)CN(C)C(=O)C(C)OC(=O)CNC(=O)c2ccc(Cl)c([N+](=O)[O-])c2)cc1 (stereo unspecified),0.0,.,-12.6,-0.6,0.1,-1.3,.,.,i,-3.2
COc1ccc(CCNC(=O)CCCOc2cc(=O)n(C)c3ccccc23)cc1OC,1.3,-31.8,4.9,1.0,6.7,-1.6,-3.6,-1.1,i,16.6
Cc1ccc(S(=O)(=O)Nc2ccc(N3CCOCC3)cc2)cc1,1.7,-5.8,-19.2,2.3,25.5,-1.7,-0.9,1.3,i,38.5
CCOc1ccc2nc(SCC(=O)Nc3ncccn3)[nH]c2c1,1.8,-10.1,15.9,2.1,13.1,17.7,0.2,-0.9,i,10.4
O=C1c2ccccc2C(=O)N1/N=C/c1ccc(O)c(O)c1,1.0,11.2,13.3,-6.4,-2.5,-1.4,-3.1,-3.2,i,31.0
Cc1ccn2c(-c3n[nH]c(=S)n3C)c(C)nc2c1,2.0,-21.1,-19.3,-3.5,-10.1,-3.2,-5.1,0.6,i,9.9
COc1ccc(/C=N/n2cncn2)cc1Cn1cc([N+](=O)[O-])cn1,2.0,-10.2,23.4,-2.3,-4.7,0.1,0.7,0.0,i,9.2
Cc1ccccc1OCC(=O)NCCCNC(=O)c1cccnc1,4.3,-15.3,18.9,14.2,56.1*,-0.2,0.2,0.2,i,17.7
Cc1ccc(S(=O)(=O)NC(CC(=O)NC2CCCC2)c2ccco2)cc1 (stereo unspecified),2.2,1.6,-13.6,3.3,-4.0,-2.3,-7.2,1.4,i,9.6
Cc1cccc(C)c1Nc1nnc(SCc2cc([N+](=O)[O-])cc3c2OCOC3)s1,0.5,-30.7,-19.2,57.7,98.9*,-0.3,-0.1,-7.6,i,51.8
CCCN(C(=O)Cc1nc(N)n[nH]1)C1(C(=O)Nc2ccccc2C)CCCCC1,-1.1,7.1,4.9,-9.3,1.3,-1.2,-0.2,3.1,i,9.5
Cc1c(/C=N/NC(=O)c2cccnc2)c2ccccc2n1Cc1ccccc1,-1.2,-27.7,-30.0,-3.8,-13.1,-0.4,9.0,0.6,i,33.1
CCn1c2ccccc2c2cc(NC(=O)COC(=O)c3cc(S(N)(=O)=O)c(Cl)cc3Cl)ccc21,1.5,-4.5,1.3,9.6,-3.9,-1.3,5.5,2.7,i,20.0
O=C(CN1CCC(n2nnc3cc(F)ccc32)CC1)N1CCc2ccccc2C1,-2.7,-18.3,-1.5,-1.6,2.1,-5.2,-0.2,-2.7,i,11.2
CC1CCN(CCc2nc3cc(NC(=O)NC4CCCCC4)ccc3n2C)CC1,-1.5,4.5,-21.0,23.3,46.2,-1.6,3.9,1.5,i,10.4
Cc1nc(CS(=O)(=O)c2ccc(Cl)cc2)cc(N2CCOCC2)n1,0.9,-19.1,2.6,-1.5,-6.7,-1.8,-12.6,-1.9,i,7.6
Cc1cc(=O)[nH]c2c1c(C)nn2C1CCOC(C)(C)C1 (stereo unspecified),-0.2,-13.3,10.3,-4.2,-3.7,-2.1,-3.0,-5.0,i,14.8
CCc1ccc(NC(=O)c2cnn(-c3ccccc3)c2C)cc1,2.0,-166.9,-82.9,22.7,56.6*,-1.6,-7.8,3.2,i,18.4
O=C(COC(=O)c1cc(-c2cccc(Br)c2)nc2ccccc12)NCC1CCCO1 (stereo unspecified),-1.5,18.3,-34.4,6.3,20.0,0.7,3.9,0.0,i,6.4
CCOc1ccc(NC(=O)CNC(=O)c2nn(-c3ccc(OC)cc3)c(=O)c3ccccc23)cc1,1.6,-7.6,19.0,-1.1,8.8,1.4,-6.2,-1.9,i,26.2
COCCNc1nnc(SCC(=O)c2c[nH]c3ccccc23)s1,-2.5,8.9,-14.4,-2.2,21.6,-2.2,1.7,0.7,i,19.5
Cc1cc(OCC(=O)Nc2ccc(CN3CCOCC3)cc2)c2c(C)cc(=O)oc2c1,1.2,0.6,-14.9,-4.0,-3.5,0.5,1.9,-2.6,i,4.8
Cc1ccc(NC(=O)CSc2nn3c(=O)c(C)nnc3s2)cc1Cl,-1.8,-19.6,-2.7,-0.1,-4.4,3.5,5.4,-4.3,i,8.9
Cc1cc(C)cc(NC(=O)c2cc(S(=O)(=O)NCc3ccco3)ccc2F)c1,-2.7,-20.7,-29.1,-1.3,23.8,-3.6,6.9,2.4,i,15.9

(listing goes on)
canonical_smiles,GSK3B inh,KLF5 inhibitor,aSyn UTR inh,HSF1 inh,HSF1 activator,GSK3 alpha inh,IEC-6 tox,HSP90 inh,PolyA inhibitor,AI-2 QS modul
COc1ccccc1NC(=O)CSc1nnc(Cn2c(=O)sc3ccccc32)n1C,1.0,-19.3,-1.5,-2.7,-0.2,.,-1.3,-6.2,i,4.0
C/C(=N\NC(=O)COc1ccccc1[N+](=O)[O-])c1cccs1,2.1,-57.3,-146.2,4.6,39.7,-0.6,5.3,-2.9,i,17.2
Cc1ccnc(NS(=O)(=O)c2ccc(NC(=O)Cc3cccs3)cc2)n1,5.3,-42.7,3.2,-0.5,5.4,1.7,-8.0,-1.7,i,28.4
CCOC(=O)C1CCN(Cc2cn(C)nc2-c2ccc(Oc3ccccc3)cc2)CC1,0.9,9.1,10.7,4.8,3.3,-1.0,-2.6,2.3,i,27.7
Cc1nc2nc3c(c(=O)n2[nH]1)CCCC3,-2.6,-18.4,0.9,-13.1,-6.5,-1.4,3.0,1.0,i,23.8
CCNC(=O)COC(=O)CNC(=O)c1cc(Cl)cc([N+](=O)[O-])c1,0.5,-22.0,9.7,-2.6,10.4,0.1,2.1,-3.5,i,17.3
Cc1ccc(C)c(C(C)NC(=O)CC#N)c1 (stereo unspecified),-1.6,-3.2,7.4,6.4,31.1,-2.8,0.5,-2.2,i,4.6
COc1ccc(-c2nc(NC(=O)c3n[nH]c(=O)c4ccccc34)sc2C)cc1,2.7,-18.1,39.6,-4.8,4.8,-1.9,21.9*,-0.2,i,17.1
CCN1CCN(C(c2cccs2)C(C)NC(=O)c2ccccc2OC)CC1 (stereo unspecified),1.1,-15.8,-30.3,-8.8,-16.3,-1.7,-5.7,-1.4,i,20.6
COc1ccc2[nH]c3c(=O)n(CCCCC(=O)NCCC(C)C)c(=S)[nH]c3c2c1,-2.3,-27.3,4.0,-0.5,-1.6,4.1,0.1,-4.1,i,12.1
CC(C)c1nn(-c2cc(C(F)(F)F)ccn2)c(=O)o1,1.0,-31.8,-10.7,1.7,-3.2,-2.6,-0.8,1.3,i,16.5
COC(=O)COc1ccc2cc(-c3ccc(OC)cc3)c(=O)oc2c1,2.6,-17.5,16.1,-8.9,-22.4,-1.6,9.4,-1.6,i,8.8
O=S(=O)(Nc1cccnc1)c1ccc(Cl)c(C(F)(F)F)c1,2.2,-14.2,-15.9,.,.,-4.4,-4.6,-1.9,.,23.5
COc1cc(C(C(=O)NC2CCCCC2)N(C(=O)c2snc(C(N)=O)c2N)c2ccc(C)cc2)ccc1O (stereo unspecified),-1.8,11.9,26.2,15.4,15.7,1.0,11.6,0.7,i,34.4
COC(=O)C1CCN(C(=O)CSc2nnc(-c3ccncc3)o2)CC1,-1.0,-13.4,16.9,-2.0,11.9,0.4,-7.5,3.5,i,20.3
COc1cccc2cc(S(=O)(=O)c3ccc(C)cc3)/c(=N/NS(=O)(=O)c3ccc(C)cc3)oc12,-2.6,-9.1,1.3,17.2,-1.0,1.1,-1.2,-1.3,i,12.8
COc1ccc(NC(=O)c2nc(S(=O)(=O)Cc3cccc(C)c3)ncc2Cl)c(OC)c1,0.9,24.4,82.4*,170.7,204.4*,0.2,65.7*,1.2,i,19.0
Cc1ccc(S(=O)(=O)Nc2nc3ccc(N)cc3s2)cc1,-1.4,-22.2,-2.7,-0.1,31.2,1.7,0.0,-3.3,i,55.9
C/C(=N\NC(=S)Nc1cccc(C)c1)c1cccc(N)c1,-3.4,-3.2,-49.0,-0.2,-2.5,-3.9,4.4,-3.9,i,13.5
Cc1ccc(OCCN(C)C(=O)CC2C(=O)NCCN2CC(C)(C)C)cc1 (stereo unspecified),1.5,-10.9,0.3,0.8,-6.1,-4.4,-2.9,1.7,i,19.2
Cc1ccc(C)c(NS(=O)(=O)c2ccc(-c3coc(C)n3)cc2)c1,-3.0,5.3,22.6,-0.3,-0.2,-1.8,-8.2,-6.0,i,28.3
O=C(O)CCc1ccc(-c2ccc(Br)cc2)n1Cc1ccco1,3.4,-14.8,-22.5,67.8,115.8*,-4.8,-1.9,0.4,i,-31.8
CCCCN1C(=O)C2NN=C(C(=O)OCC)C2C1=O (stereo unspecified),0.5,-9.2,-10.8,10.9,-6.1,-1.4,-2.5,0.1,i,16.5
CCCc1ccc(-c2cc(C(=O)NN3CCOCC3)c3ccccc3n2)cc1,-0.3,-60.2,-93.0,22.2,29.8,-0.8,7.6,-4.0,i,10.1

aSyn UTR inh: entries above that show a hit.
smiles	GSK3B inh	KLF5 inhibitor	aSyn UTR inh	HSF1 inh	HSF1 activator	GSK3 alpha inh	HSP90 inh	PolyA inhibitor	AI-2 QS modul
COc1ccc(NC(=O)c2nc(S(=O)(=O)Cc3cccc(C)c3)ncc2Cl)c(OC)c1	0.9	24.4	82.4*	170.7	204.4*	0.2	1.2	i	19.0
